KB-3-1 tox: kills parental KB-3-1 adenocarcinoma cells | KB-3-1 viability, CellTiter-Glo ATP luminescence, 72 h | Potency, µM (doses to about 46.1 µM), inactives show at the highest dose activity change, negative = cytotoxic, usual class: cytotoxic | 1.4% of 400,000 active; further: potency means the concentration at half of the fitted maximal effect; on the % scale 0 is the no-effect control and ±100 the full control effect; nearly all actives have a fitted effect of over 60% in size
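KB-3-1 cells, DMEM (no phenol red) + 10% FBS; compound by pin transfer, 72 h, 37 °C. Readout: CellTiter-Glo luminescence after 10 min. Data normalized, curve-fitted.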
D3 ag: D3 dopamine receptor (human) agonism; max activation, %; 0.58% of 410,000 active; D3R DiscoveRx beta-arrestin cells, luminescence, 90 min; in the data active means max activation above about 30%; further: 0% is about no effect; mostly tested at two doses, the higher about 12 µM
Target sequence (P35462 whole entry, looked up): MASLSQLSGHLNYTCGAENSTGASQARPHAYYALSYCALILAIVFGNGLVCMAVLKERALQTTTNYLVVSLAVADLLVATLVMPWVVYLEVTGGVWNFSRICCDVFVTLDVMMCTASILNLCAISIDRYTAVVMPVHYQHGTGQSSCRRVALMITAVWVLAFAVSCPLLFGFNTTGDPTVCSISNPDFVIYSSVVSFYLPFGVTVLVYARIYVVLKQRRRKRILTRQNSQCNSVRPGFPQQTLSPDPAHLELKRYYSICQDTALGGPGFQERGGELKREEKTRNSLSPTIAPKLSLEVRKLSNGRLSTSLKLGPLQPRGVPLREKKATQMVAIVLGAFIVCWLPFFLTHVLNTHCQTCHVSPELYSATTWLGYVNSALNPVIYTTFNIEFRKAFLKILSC
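Agonist-mode cell screen: cells plated at 1500/well and incubated overnight at 37 °C, then exposed to library compounds for 90 min at 37 °C. Detection reagent was added for 30–60 min at room temperature, and luminescence was read.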
SW480 rerep: inducers of DNA re-replication in SW480 colon cancer cells; SW480 DNA re-replication, Hoechst DNA content imaging, 48 h; Potency, µM (highest dose often 46.1 µM), inactives show top-dose re-replication activation, most hits filed as activators; 1.8% of 340,000 active; further: potency means the concentration at half of the fitted maximal effect; % of control where 0% means no effect; nearly all actives have a fitted effect of over 55% in size
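First, 250 cells per well were seeded. Next, compound or vehicle (23 nL) was pinned in, plates sat 48 hr at 37 C. Finally Hoechst was added for 40 min before fluorescence scanning.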
HT1080NT lethal: kills 2HG-producing HT-1080-NT fibrosarcoma cells | HT-1080-NT fibrosarcoma viability, CellTiter-Glo ATP luminescence, 48 h | Potency, µM (series often up to 46.1 µM), for the others: at the top dose activity, negative = less viability, actives largely listed as cytotoxic | 1.6% of 360,000 active;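 further: NT is the 2HG producing partner of a matched IDH1 knockdown line; potency means the concentration at half of the fitted maximal effect; 0% = DMSO-treated cells and -100% = media-only wells without cells; nearly all actives have a fitted effect of over 55% in size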
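HT-1080-NT; 750 cells/well; 5% FBS RPMI; 48 h compound, 37 degrees C; CellTiter-Glo luminescence; curve fitting and curve-class assignment.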
KB-V1 cytotox: kills drug-selected multidrug resistant KB-V1 cells; AID 1347076; Potency, µM (highest dose often 46.1 µM), for inactives: at the highest dose activity change, negative = cytotoxicity, hits mostly cytotoxic; 3.4% of 400,000 active; KB-V1 MDR cells viability, CellTiter-Glo, 72 h; further: potency means the concentration at half of the fitted maximal effect; on the % scale 0 is the no-effect control and ±100 the full control effect; nearly all actives have a fitted effect of over 60% in size
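Following 72 h at 37 degrees C with compound, KB-V1 cell viability was read by CellTiter-Glo luminescence, medium being phenol-red-free DMEM plus 10% FBS; concentration-response parameters came from normalized, curve-fitted qHTS data.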
HT1080 IDH1KD tx: kills HT-1080 cells with IDH1 knockdown. HT-1080 IDH1 knockdown viability, ATP luminescence, 48 h. Potency, µM (series often up to 46.1 µM), for the others: top-dose activity, negative = toxicity, usual class: cytotoxic. 2% of 360,000 active;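 further: potency means the concentration at half of the fitted maximal effect; 0% = DMSO wells and -100% = cell-free medium wells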
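% activity derives from luminescence (CellTiter-Glo), normalised to DMSO and no-cell wells. HT-1080-IDH1KD cells, 750/well, had 48 h compound exposure at 37 °C.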
IL1B secr inh: inhibitors of inflammasome signaling (IL-1 beta secretion) | THP-1 LPS/ATP IL-1B secretion, AlphaLISA, 16 h; stronger effect = lower value | activity change, % at 57.5 µM | 4.7% of 360,000 active; in the data active means activity change below about -50%; inconclusive means mostly about -30% to -49%; further: on the % scale 0 is the no-effect control and ±100 the full control effect
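THP-1 cells pretreated 1 hr with compounds (up to 57.5 uM final), then stimulated with LPS (250 ng/mL final) plus ATP (1.25 mM final); secreted IL-1B measured by AlphaLISA after 16 hr, decreased signal indicating inhibition.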
D3 antag: D3 dopamine receptor (human) antagonism; P35462; D3R cells, DiscoveRx beta-arrestin luminescence, antagonist mode; stronger effect = lower value; max response, negative = inhibition, %; 2.5% of 360,000 active; AID 652054; in the data active means max response below about -50%; inconclusive means no clear call, values can overlap the other calls; further: on the % scale 0 is the no-effect control and ±100 the full control effect; mostly tested at two doses, the higher about 12 µM
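Cells expressing the human receptor were seeded at 1500 cells/well, incubated overnight at 37 degrees C in 5% CO2, then exposed to library compounds with dopamine controls for 90 minutes at 37 degrees C before luminescent detection.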
GLP-1R agonist: activates the human GLP-1 receptor; Potency, µM (top dose mostly 45.6 µM), for the others: at the highest dose activation, usual class: activators; AID 624172; HEK293 GLP-1R CRE-luciferase, luminescence, 4-6 h; cells express a hypersensitive GLP-1R form; 0.007% of 380,000 active; P43220; further: potency means the concentration at half of the fitted maximal effect; % of control where 0% means no effect
Target sequence (P43220 whole entry, looked up): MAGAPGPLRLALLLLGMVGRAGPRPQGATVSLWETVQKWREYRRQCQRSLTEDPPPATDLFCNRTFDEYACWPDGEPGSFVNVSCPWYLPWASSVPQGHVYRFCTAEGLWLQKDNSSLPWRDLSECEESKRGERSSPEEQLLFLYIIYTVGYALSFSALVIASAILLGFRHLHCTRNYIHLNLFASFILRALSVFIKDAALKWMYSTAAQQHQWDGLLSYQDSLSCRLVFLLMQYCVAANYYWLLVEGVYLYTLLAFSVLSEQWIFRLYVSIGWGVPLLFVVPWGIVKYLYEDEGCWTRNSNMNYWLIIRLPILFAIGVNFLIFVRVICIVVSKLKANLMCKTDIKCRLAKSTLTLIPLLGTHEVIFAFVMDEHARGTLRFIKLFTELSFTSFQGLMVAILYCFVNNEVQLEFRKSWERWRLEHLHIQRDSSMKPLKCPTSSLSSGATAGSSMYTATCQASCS
An asterisk follows results filed as active; u = inconclusive; x = no result given; [ ] = remark or other dose. Unless noted, the call rests on the fitted dose curve; in most records, active means well fitted curve in the direction sought with a large enough effect; inconclusive means small, poorly fitted or top-dose-only effect, or another doubt; inactive means no such curve, though single readings can be large; an effect the other way counts as inactive or inconclusive.

SMILES | KB-3-1 tox | D3 ag | SW480 rerep | HT1080NT lethal | KB-V1 cytotox | HT1080 IDH1KD tx | IL1B secr inh | D3 antag | GLP-1R agonist
CC(NC(=O)C1CCC1)c1ccc2c(c1)OCO2 (configuration not stated) | 3% | -17 | -3% | 4%[9.24 µM] | 13% | -10% | 8 | 6 | 7%
Cc1cc2c(cc1C)-n1nnnc1C(N(C)Cc1ccccc1)C(=O)N2 (configuration not stated) | -18% | 8 | x | -6% | u | -2% | 8 | 2 | x
COc1ccccc1N1CCN(C(=O)CN(C)S(=O)(=O)c2cc(C)ccc2OC)CC1 | -11% | 8 | -7% | 1% | -9% | 0% | -13 | 21 | 8%
O=C(CSc1nnc2ccccn12)Nc1ccc2c(c1)OCO2 | -3% | 4 | -3% | 13% | 8% | 21% | -20 | 14 | 2%
O=C(CN(c1cccc([N+](=O)[O-])c1)S(=O)(=O)c1ccccc1)N1CCCCC1 | 2% | 6 | 0% | 3% | u | 2% | -13 | -2 | 3%
CC(Sc1nnc(-c2ccncc2)n1-c1ccc(F)cc1)C(=O)NC1CC1 (configuration not stated) | 17% | -4 | 7% | 6% | 0% | 9% | 31 | 0 | -2%
Cn1c(Cc2cccs2)nnc1SCC(=O)Nc1ccc(C(N)=O)cc1 | 14% | -1 | 0% | 1% | 2% | 1% | 1 | 14 | 1%
Cc1ccc(-c2c(C(=O)O)c(C(=O)O)c3n2CCC3)cc1 | -7% | 1 | -23% | 12% | u | 6% | -1 | 13 | 0%
CC1C/C(=N\NC(=O)CCc2ccc(S(=O)(=O)N3CCOCC3)cc2)CC(C)(C)C1 (configuration not stated) | -3% | -5 | -1% | -3% | 0% | -1% | 47 | -7 | 4%
C=CC[C@H](CC(=O)NCCO)C(=O)NCCOC(=O)[C@@H](CC=C)CC(=O)OC(C)(C)C | -5% | 19 | -4% | 16% | 18% | 9% | 22 | 4 | -2%
Cc1ccc(CNC(C)c2ccccc2)cc1 (configuration not stated) | 0% | -8 | 7% | 0% | -13% | -12% | 0 | -55* | 5%
COc1ccc(OC)c(NC(=O)Nc2c(O)ccc3ccccc23)c1 | -7% | -9 | 25% | -14% | -3% | -9% | 4 | u | -1%
Cc1ccc(SC(C)c2nc(-c3cccnc3)no2)cc1 (configuration not stated) | 6% | 3 | u | 0% | 10% | -7% | 34 | 8 | 5%
O=C(c1c(Cl)nc2sccn12)N1CCN(c2cccc(Cl)c2)CC1 | 1.6µM* | -3 | 2.9µM* | u | u | 3.3µM* | 4 | 12 | 1%
COc1ccc(-c2nc3cc(C)ccn3c2NC(=O)c2ccc(F)cc2)cc1 | 3% | 6 | x | x | -4% | x | x | x | 1%
COc1ccccc1C1CCN(C(=O)c2ccccc2)CC1 | -5% | 1 | -6% | 4% | -19% | 4% | -16 | 0 | 9%
CC12CCC(=O)N1C(C(=O)Nc1cc(Cl)ccc1N1CCCC1)CS2 (configuration not stated) | -11% | 0 | 3% | 0% | -2% | 0% | -2 | 24 | 1%
CCCCNC(=O)C1c2ccccc2OCC(=O)N1Cc1ccccn1 (configuration not stated) | 8% | -5 | x | 13% | -16% | 9% | 39 | u | -5%
COc1ccc(C2C(C(C)=O)=C(C)Nc3ncnn32)c(OC)c1OC (configuration not stated) | 1% | 0 | -2% | 4% | u | 22% | 8 | -17 | 2%
NC(=O)c1nsc(C(=O)N(c2cccc(F)c2)C(C(=O)NC2CCCC2)c2ccco2)c1N (configuration not stated) | -22% | 4 | u | u | 3% | -25% | 2 | 6 | 7%
O=c1[nH]c(=O)c2cc([N+](=O)[O-])cc([N+](=O)[O-])c2[nH]1 | -1% | -5 | u | 1% | 5% | -11% | -74* | -13 | -2%
O=C(CSc1nnnn1-c1ccccc1)NCc1ccco1 | -2% | -2 | 1% | 11% | 12% | 8% | 2 | -2 | 0%
Cc1oc(-c2ccccc2F)nc1CS(=O)(=O)CC(=O)NC1CCCC1 | -1% | 1 | -3% | -4% | -19% | -1% | 13 | 5 | 2%
O=C(CN1C(=O)NC2(CCCCCCC2)C1=O)NCc1ccc(F)cc1 | 23% | -7 | u | -4%[9.24 µM] | u | 2% | -16 | -13 | -3%
CCC(CC)NC(=O)COC(=O)CCC(=O)c1ccc(Cl)cc1 | 8% | 41* | 4% | 12% | 9% | 9% | 20 | 13 | 1%
CCCC(=O)NC(C)c1nc2ccccc2[nH]1 (configuration not stated) | 8% | 1 | -9% | 9% | 19% | 12% | 3 | -7 | 0%
CN1CCCN(c2cc(-c3ccc4ccccc4c3)nc3ccnn23)CC1 | 0% | -12 | x | u | 6% | 0% | -22 | -67* | -3%
COc1ccc(NC(=O)COC(=O)Cc2ccccc2[N+](=O)[O-])cc1OC | 3% | 10 | -14% | -2% | 5% | -2% | -4 | -3 | 17%
O=S(=O)(/C=C/c1cccc(Br)c1)N1CCOCC1 | -9% | 17 | -18% | 6% | -11% | 7% | -18 | -2 | -3%
COc1ccc(CCNc2nncc(=O)[nH]2)cc1OC | 0% | -2 | -4% | -9% | 4% | -1%[9.24 µM] | -5 | 7 | 25%
Brc1ccc2ncnc(NCc3ccccc3)c2c1 | 12µM* | 7 | -1% | u | u | 0%[9.24 µM] | u | -2 | -23%
O=C(O)c1cccc(NC(=O)c2ccccc2NC(=O)c2cccs2)c1 | 1% | 0 | x | 3% | 18% | -2% | 12 | 28 | -6%
COc1ccc(NC(=O)Nc2cc(C)ccc2OC(F)F)c(OC)c1 | 6% | -8 | 1% | 1% | -10% | 1% | -27 | -11 | 13%
N#CCc1nc(CSc2nc3ccccc3o2)cs1 | -18% | -14 | -10% | 1% | 10% | 0% | 5 | -10 | 0%
Nc1nc(-c2ccc(Br)s2)c(Br)s1 | -1% | 0 | 15% | -25% | -2% | -23% | 0 | -23 | 8%
Cc1ccc(Nc2nc(N)nc(CN3CCN(C)CC3)n2)cc1 | 15% | -1 | -2% | 10% | u | 14% | -17 | -8 | 0%

3 entries out of the list, sorted by formula weight, low to high:
SMILES | KB-3-1 tox | D3 ag | SW480 rerep | HT1080NT lethal | KB-V1 cytotox | HT1080 IDH1KD tx | IL1B secr inh | D3 antag | GLP-1R agonist
N#CCc1nc(CSc2nc3ccccc3o2)cs1 | -18% | -14 | -10% | 1% | 10% | 0% | 5 | -10 | 0%
Brc1ccc2ncnc(NCc3ccccc3)c2c1 | 12µM* | 7 | -1% | u | u | 0%[9.24 µM] | u | -2 | -23%
CN1CCCN(c2cc(-c3ccc4ccccc4c3)nc3ccnn23)CC1 | 0% | -12 | x | u | 6% | 0% | -22 | -67* | -3%

New compounds follow.
SMILES | KB-3-1 tox | D3 ag | SW480 rerep | HT1080NT lethal | KB-V1 cytotox | HT1080 IDH1KD tx | IL1B secr inh | D3 antag | GLP-1R agonist
Cc1ccc(C)c(S(=O)(=O)N2CCCC2CNC(=O)C(=O)NCC2CCCO2)c1 (configuration not stated) | 5% | -5 | 5.8µM* | 18% | -2% | 13% | 2 | -15 | 4%
CC(C)(CO)CNC(=O)c1ccc(OC2CCN(C(=O)C3CC3)CC2)cc1 | -3% | -11 | u | 11% | -8% | 17% | 21 | -18 | -4%
COC(=O)C(NC(=O)C(NC(=O)c1ccccc1)C(C)C)C(C)C (configuration not stated) | -5% | -2 | -7% | 5% | 5% | 0% | 21 | -13 | 3%
Cc1nc2sccn2c1-c1nc(-c2cc3ccccc3o2)cs1 | -15% | 11 | 4% | -2% | u | -2% | 37 | 24 | 6%
Cn1c(=N)n(CC(=O)c2ccc(Br)s2)c2ccccc21 | u | 8 | 8% | 26µM* | u | u | -95* | u | 12%
Cn1c(=O)c2c(ncn2CC(=O)Nc2ccc3c(c2)OCO3)n(C)c1=O | -12% | 1 | -11% | 1% | 18% | 1% | -2 | 5 | -3%
COCc1cc(C)n(CC(=O)NCc2ccccc2)c(=O)c1C#N | -6% | 1 | 18µM* | 3% | u | 0% | 26 | 16 | -3%
CNC(=O)Nc1cccc(-c2cc(-c3c(Cl)cccc3Cl)no2)c1 | 10% | 2 | 4% | -4% | 2% | u | -79* | -11 | 16%
CNC(=S)N1N=C(c2ccccc2)CC1c1ccc(Br)cc1 (configuration not stated) | 3% | -13 | 0% | 4% | 12µM* | u | u | 13 | -13%
CN(C)S(=O)(=O)c1ccc(NC(=O)COc2cccc3c2OC(C)(C)C3)cc1 | 21% | 15 | -1% | 2% | -18% | -2% | -9 | 7 | 7%
O=S1(=O)CCOC[C@H](Cc2ccccc2)N1Cc1cccc(C(F)(F)F)c1 | -12% | -14 | u | -28% | u | 0% | -15 | u | 11%

Entries shown so far that have an aryl methoxy group, in the order listed:
SMILES | KB-3-1 tox | D3 ag | SW480 rerep | HT1080NT lethal | KB-V1 cytotox | HT1080 IDH1KD tx | IL1B secr inh | D3 antag | GLP-1R agonist
COc1ccccc1N1CCN(C(=O)CN(C)S(=O)(=O)c2cc(C)ccc2OC)CC1 | -11% | 8 | -7% | 1% | -9% | 0% | -13 | 21 | 8%
COc1ccc(OC)c(NC(=O)Nc2c(O)ccc3ccccc23)c1 | -7% | -9 | 25% | -14% | -3% | -9% | 4 | u | -1%
COc1ccc(-c2nc3cc(C)ccn3c2NC(=O)c2ccc(F)cc2)cc1 | 3% | 6 | x | x | -4% | x | x | x | 1%
COc1ccccc1C1CCN(C(=O)c2ccccc2)CC1 | -5% | 1 | -6% | 4% | -19% | 4% | -16 | 0 | 9%
COc1ccc(C2C(C(C)=O)=C(C)Nc3ncnn32)c(OC)c1OC (configuration not stated) | 1% | 0 | -2% | 4% | u | 22% | 8 | -17 | 2%
COc1ccc(NC(=O)COC(=O)Cc2ccccc2[N+](=O)[O-])cc1OC | 3% | 10 | -14% | -2% | 5% | -2% | -4 | -3 | 17%
COc1ccc(CCNc2nncc(=O)[nH]2)cc1OC | 0% | -2 | -4% | -9% | 4% | -1%[9.24 µM] | -5 | 7 | 25%
COc1ccc(NC(=O)Nc2cc(C)ccc2OC(F)F)c(OC)c1 | 6% | -8 | 1% | 1% | -10% | 1% | -27 | -11 | 13%

Screens (PubChem)
